DT40 TDP1 no CPT – qHTS for Inhibitors of human tyrosyl-DNA phosphodiesterase 1 (TDP1): qHTS in cells in absence of CPT; Potency, µM (highest dose often 46.2 µM), for the others: top-dose activity change, negative = growth inhibition, hits mostly inhibitors; AID 686978, 2013; DT40 Tdp1-/- hTDP1 cells, no CPT, ATP luminescence, 48 h; 420,000 tested, 15% active; also: nearly all actives have a fitted effect of over 55% in size
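Stably hTDP1-transfected Tdp1-null chicken DT40 cells were treated with library compounds minus camptothecin and grown for at least 48 hr at 37 °C, after which cellular ATP was quantified by luminescence.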
DT40 TDP1 CPT – growth inhibition of DT40 Tdp1-/-;hTDP1 cells with camptothecin (screen for TDP1 inhibitors). chicken DT40 Tdp1-/-;hTDP1 cells + 20 nM CPT, ATP luminescence, 48 h. Potency, µM (top dose mostly 46.2 µM), inactives show at the top dose activity change, negative = growth inhibition, hits mostly inhibitors. 420,000 tested, 12% active. AID 686979; also: nearly all actives have a fitted effect of over 55% in size
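Cell growth measured by CellTiter-Glo luminescence after a minimum 48 h, 37 C compound exposure with 20 nM CPT in Tdp1-knockout DT40 cells stably expressing hTDP1, seeded 400/well; qHTS titration format.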
KAT2A inh – inhibitors of human GCN5L2 histone acetyltransferase. Q92830. GCN5L2 HAT assay, ThioGlo1 CoA-SH fluorescence. Potency, µM (doses to about 58.9 µM), without a hit: top-dose activity change, negative = inhibition, actives largely listed as inhibitors. 390,000 tested, 0.21% active
Target sequence (Q92830 whole entry, looked up): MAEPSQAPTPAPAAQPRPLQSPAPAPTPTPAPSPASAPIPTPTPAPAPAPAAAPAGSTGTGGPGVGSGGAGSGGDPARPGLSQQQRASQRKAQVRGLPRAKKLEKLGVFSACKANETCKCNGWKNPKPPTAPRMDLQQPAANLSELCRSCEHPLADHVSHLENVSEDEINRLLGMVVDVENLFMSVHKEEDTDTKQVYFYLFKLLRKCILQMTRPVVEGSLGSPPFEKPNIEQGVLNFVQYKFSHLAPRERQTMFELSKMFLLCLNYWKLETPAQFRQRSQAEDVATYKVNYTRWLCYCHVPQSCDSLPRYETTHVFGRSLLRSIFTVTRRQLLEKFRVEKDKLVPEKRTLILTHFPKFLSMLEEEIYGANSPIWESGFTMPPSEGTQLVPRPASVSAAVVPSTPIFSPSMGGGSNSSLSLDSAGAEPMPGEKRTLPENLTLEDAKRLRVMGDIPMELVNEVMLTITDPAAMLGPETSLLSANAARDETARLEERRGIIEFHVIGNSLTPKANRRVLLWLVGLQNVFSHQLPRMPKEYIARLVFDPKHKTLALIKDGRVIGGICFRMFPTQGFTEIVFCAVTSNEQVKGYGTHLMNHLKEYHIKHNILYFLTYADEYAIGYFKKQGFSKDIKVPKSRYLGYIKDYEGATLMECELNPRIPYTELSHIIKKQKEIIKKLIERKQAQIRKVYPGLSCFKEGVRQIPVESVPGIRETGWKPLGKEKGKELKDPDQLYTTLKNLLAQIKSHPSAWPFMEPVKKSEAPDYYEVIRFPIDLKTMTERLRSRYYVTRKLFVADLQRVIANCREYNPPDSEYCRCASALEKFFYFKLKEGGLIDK
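ThioGlo1-coupled HAT assay: 20nM GCN5L2, 70uM acetyl-CoA, 75uM H3(1-25) peptide, pH 7.5. Fluorescence read at 340/540nm at start and after 20 min at room temperature.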
The depositor's hits bear a star; ? = inconclusive; · = not tested or not shown; & = joins results of further samples; ! = repeats disagree. Calls follow the shape of the dose curve; as a rule, active = well fitted curve in the direction sought with a large enough effect; inconclusive = small, poorly fitted or top-dose-only effect, or another doubt; inactive = no such curve, though single readings can be large; an effect the other way counts as inactive or inconclusive. % is scaled to controls: 0 for no effect and ±100 for the full control effect; potency is read from the fitted curve at half-maximal effect.

Start of the data: the first 2 entries as a preview:
SMILES	DT40 TDP1 no CPT	DT40 TDP1 CPT	KAT2A inh
CC(C)N1CCN(Cc2ccc(C#CC(C)(C)O)s2)CC1CCO (stereo unspecified)	-7.2%	-1.3%	-4.0%
COc1ccc(CCNC(=S)Nc2ccc(C(C)C)cc2)cc1	18.4µM*	?	-25.2%

The whole of this part, repeating the preview:
SMILES	DT40 TDP1 no CPT	DT40 TDP1 CPT	KAT2A inh
CC(C)N1CCN(Cc2ccc(C#CC(C)(C)O)s2)CC1CCO (stereo unspecified)	-7.2%	-1.3%	-4.0%
COc1ccc(CCNC(=S)Nc2ccc(C(C)C)cc2)cc1	18.4µM*	?	-25.2%
COc1ccc(N2CCN(C(=O)COC(=O)[C@@H](NC(=O)c3c(F)cccc3F)C(C)C)CC2)cc1	7.8%	4.2%	·
Cn1c(=O)n(CC(=O)O)c(=O)c2c1nc1n2CCCN1Cc1ccccc1	-5.2%	-0.8%	-7.7%
Cc1onc(-c2c(Cl)cccc2Cl)c1NC(=O)NC1CCSC1 (stereo unspecified)	-13.8%	-7.5%	-0.6%
COc1cccc(CNCc2ccco2)c1O	3.5%	-1.5%	-10.8%
CCc1cc2c(cc3c(=O)n(CC(=O)NCc4cccc(Cl)c4)nc(CC)n32)s1	?	?	-4.7%
CCCC(=O)NC(C)C(c1cccs1)N1CCN(C)CC1 (stereo unspecified)	25.9%	-12.8%	0.0%
CCCC(C(=O)NCCC(C)C)N(Cc1ccccc1)C(=O)c1snc(C(N)=O)c1N (stereo unspecified)	?	18.4µM*	-0.6%
O=C(Nc1ccc(NC(=O)c2cccs2)cc1)c1ccc2ccccc2c1	1.7%	-3.7%	-0.9%

4 compounds out of the list, arranged by count of non-hydrogen atoms, descending.
SMILES	DT40 TDP1 no CPT	DT40 TDP1 CPT	KAT2A inh
CCc1cc2c(cc3c(=O)n(CC(=O)NCc4cccc(Cl)c4)nc(CC)n32)s1	?	?	-4.7%
O=C(Nc1ccc(NC(=O)c2cccs2)cc1)c1ccc2ccccc2c1	1.7%	-3.7%	-0.9%
COc1ccc(CCNC(=S)Nc2ccc(C(C)C)cc2)cc1	18.4µM*	?	-25.2%
COc1cccc(CNCc2ccco2)c1O	3.5%	-1.5%	-10.8%

Continued.
SMILES	DT40 TDP1 no CPT	DT40 TDP1 CPT	KAT2A inh
COc1ccc(NS(=O)(=O)c2ccc(-c3coc(C)n3)cc2)c(OC)c1	-28.9%	23.1µM*	-7.2%
CC1CC(C)(C)NC(=S)N1CCCC(=O)NCCc1ccc(Cl)cc1 (stereo unspecified)	?	-22.1%	-6.2%
O=C(Nc1nc(COc2ccccc2)cs1)c1ccccc1F	?	-27.5%	-4.9%
CCCC(=O)NC(c1ccc(OC)cc1)c1ccc2cccnc2c1O (stereo unspecified)	2.59µM*	2.31µM*	2.0%
CC(C)N(C(=O)[C@H]1C[C@H](CC(=O)NCCCN(C)C)C(=O)N2CCc3c([nH]c4cc(CCC(=O)N(C)C)ccc34)[C@]12C)C(C)C	15.8%	11.4%	-1.2%
O=C(CN1C(=O)NC2(CCCC2)C1=O)OCc1ccc(F)cc1	-26.3%	?	1.3%
COc1cccc(CN(C)C(=O)COc2ccc(C(=O)c3ccc(Cl)cc3)cc2)c1OC	23.1µM*	?	-5.1%
O=c1oc2ccccc2c2c1nnn2CCO	5.7%	-1.7%	-12.9%
O=C(NC1CCCCC1)N(CCO)Cc1cc2cc3c(cc2[nH]c1=O)OCCO3	?	?	-1.4%
COc1ccc(-c2nnn(CC(=O)N(CC(=O)NC3CCCC3)Cc3ccco3)n2)cc1OC	-6.1%	-2.4%	-4.2%
CC1CCCN(C2(O)C(=O)Nc3ccc([N+](=O)[O-])cc32)C1 (stereo unspecified)	-12.1%	0.3%	-13.4%
O=C(/C=C/c1ccco1)NC(=S)Nc1cccc(C(=O)O)c1	2.3%	-25.4%	-0.7%
COc1ccc(S(=O)(=O)N2CCN(C(c3ccccc3)c3ccccc3)CC2)cc1NC(C)=O	-13.5%	?	-28.6%
CN(C)c1ccc(/C=C2/C=C(c3ccc4c(c3)CCCC4)OC2=O)cc1	?	?	-0.4%
Cc1ccc(SCCNC(=O)CN2C(=O)c3ccccc3S2(=O)=O)cc1	1.1%	-0.6%	2.9%
CCN1CCN(Cc2ccc(NC(=O)Nc3ccc(OC)cc3)cc2)CC1	2.2%	7.3%	-2.8%
O=[N+]([O-])c1cccc(/C=N/Nc2nc(N3CCOCC3)nc(N3CCOCC3)n2)c1	?	-5.1%	-5.0%
COc1cc(NC(=O)CS(=O)(=O)c2ccc(C)cc2)cc(OC)c1OC	-11.2%	4.1%	-2.7%
CCS(=O)(=O)c1ccc2oc(SCC(=O)NCCc3ccc(OC)cc3)nc2c1	?	4.9%	3.6%
COC(=O)c1cc2oc(C)cc2n1Cc1c(C)cc(C)cc1C	1.9%	1.2%	-5.8%

Profiles as entered above.
`CN(C)c1ccc(/C=C2/C=C(c3ccc4c(c3)CCCC4)OC2=O)cc1` reads DT40 TDP1 no CPT = ?; DT40 TDP1 CPT = ?; KAT2A inh = -0.4%
`COC(=O)c1cc2oc(C)cc2n1Cc1c(C)cc(C)cc1C` reads DT40 TDP1 no CPT = 1.9%; DT40 TDP1 CPT = 1.2%; KAT2A inh = -5.8%
`O=C(/C=C/c1ccco1)NC(=S)Nc1cccc(C(=O)O)c1` reads DT40 TDP1 no CPT = 2.3%; DT40 TDP1 CPT = -25.4%; KAT2A inh = -0.7%

The results go on.
SMILES	DT40 TDP1 no CPT	DT40 TDP1 CPT	KAT2A inh
S=C(Nc1ccccc1Cl)NC1CCN(Cc2ccccc2)CC1	18.4µM*	20.6µM*	-5.4%
CCOC(=O)c1cc(-c2cccs2)[nH]n1	-26.2%	1.4%	-2.1%
CC(C)(C)NCc1cc2ccccc2[nH]c1=O	-6.2%	-19.1%	3.0%
O=c1cc(CO)oc(C(Nc2cccc([N+](=O)[O-])c2)c2ccccn2)c1O (stereo unspecified)	-2.2%	8.1%	-1.3%
CC(Cc1ccccn1)NC(=O)c1ccc(OC2CCN(Cc3ccccn3)CC2)cc1 (stereo unspecified)	-7.0%	-1.9%	-3.4%
COc1ccc(C(C)=O)cc1CSc1ccccn1	6.7%	17.7%	-3.3%
CN(C)N=C1c2cc(S(=O)(=O)N3CCOCC3)ccc2-c2ccc(S(=O)(=O)N3CCOCC3)cc21	20.6µM*	?	-15.0%
CCc1cc2c3c(c1)C(C)CC(C)(C)N3C(=O)/C2=C1\SC(=O)NC1=O (stereo unspecified)	?	8.0%	-0.1%
Cc1nc2cc(C(=O)NCCN3CCOCC3)ccc2n1-c1ccc(F)cc1F	6.0%	3.8%	0.6%
C[C@H](CO)N1C[C@H](C)[C@@H](CN(C)C(=O)Nc2cccc(F)c2)Oc2ncc(Br)cc2C1=O	-14.7%	-11.7%	·
O=C(Oc1ccc(Nc2ncnc3ccccc23)cc1)c1cccnc1	?	-13.8%	5.2%
O=C(Nc1ccc(F)cc1Cl)c1ccc2c(=O)n3c(nc2c1)CCCCC3	?	-24.9%	3.3%
Cn1c(=O)n(-c2cccc(Cl)c2)c(=O)n1C	-2.1%	-17.9%	0.8%
CN(Cc1ccccc1)C(=O)CCC1CCN(C(=O)c2ccccc2C(F)(F)F)CC1	-28.7%	?	-0.2%
CN(Cc1ccc(F)cc1)Cc1nc(-c2ccccc2)no1	-6.2%	14.7%	-12.2%
Cc1noc(/C=C/c2ccco2)c1S(=O)(=O)N1CCC(C(=O)N2CCc3ccccc3C2)CC1	18.4µM*	20.6µM*	?
CN(c1ccccc1C(=O)Nc1ccc(F)c(F)c1)S(C)(=O)=O	12.0%	-4.5%	5.2%
COc1ccc(C2Nc3cc(OC)ccc3-n3cccc32)cc1 (stereo unspecified)	23.1µM*	23.1µM*	?
COc1ccc2cc3c(N)c(C(=O)NCc4ccco4)sc3nc2c1	?	?	-11.8%
C=CCOc1cccc(C2/C(=C(/O)c3ccc(Cl)cc3)C(=O)C(=O)N2CCN2CCOCC2)c1 (stereo unspecified)	-2.8%	-7.5%	-5.7%

As entered above:
For DT40 TDP1 CPT, `O=C(Oc1ccc(Nc2ncnc3ccccc23)cc1)c1cccnc1` reads -13.8%
For DT40 TDP1 CPT, `CN(Cc1ccc(F)cc1)Cc1nc(-c2ccccc2)no1` reads 14.7%
For DT40 TDP1 CPT, `COc1ccc(C2Nc3cc(OC)ccc3-n3cccc32)cc1` (stereo unspecified) reads 23.1µM*

Following part:
SMILES	DT40 TDP1 no CPT	DT40 TDP1 CPT	KAT2A inh
OCC[C@@H]1C[C@H](O)[C@@H](O)[C@@]2(OCCCc3ccccc32)O1	-1.9%	2.4%	1.8%
CN(/N=C/c1cc(Cl)cc(Cl)c1O)C(=S)NC(C)(C)C	16.4µM*	?	-7.0%
CN(CC(=O)Nc1ccc(F)cc1)C(=O)c1ccccc1Sc1ccccc1C#N	?	?	-10.6%
Cc1ccc(N=C2C(=O)Nc3ccc(Br)cc32)cc1	11.6µM*	18.4µM*	2.0%
O=C(CSc1nc2c([nH]c3ccccc32)c(=O)n1-c1cccc(Cl)c1)N1CCOCC1	14.6µM*!	18.4µM*!	-16.2%&-1.0%
CCc1cc2cc3c(cc2nc1SCC(=O)Nc1c[nH]c(=O)[nH]c1=O)OCO3	-25.2%	-11.7%	-2.4%
C/C(CC(=O)Nc1ccccn1)=N\NC(=O)C(=O)Nc1ccccc1C	-5.3%	-19.8%	-0.8%
COc1ccc(C(=O)N(Cc2ccccc2)c2cccc(C)c2)cc1	?	14.6µM*	-2.2%
COc1cccc(C2C(C(=O)c3cc4ccccc4o3)=C(O)C(=O)N2c2cc(C)on2)c1 (stereo unspecified)	-26.3%	4.1%	-6.6%
CNc1ncc(C(=O)c2ccc(-c3ccccc3)cc2)s1	-16.7%	-22.4%	-21.2%
CC(=O)c1c(C)oc2ccc(N(C(=O)Oc3ccccc3)S(=O)(=O)c3ccc(Cl)cc3)cc12	-10.0%	-2.5%	-15.0%
O=C(NNc1cc(N2CCOCC2)nc(N2CCOCC2)n1)c1ccc(Cl)cc1Cl	-0.3%	-6.1%	-21.2%
Cc1cccc(NC(=O)CSc2nc(N)cc(N)n2)c1	-22.2%	-7.8%	1.0%
COc1ccc(-c2cc3c(=O)n(CC(=O)Nc4cc(C)ccc4C)ccn3n2)cc1	-5.8%	0.4%	-4.5%
CN(C)S(=O)(=O)Nc1cc(F)cc(F)c1	-11.3%	0.7%	-3.2%
Cc1cccc2[nH]c(-c3ccc(NC(=O)c4ccco4)cc3)nc12	?	?	-4.8%
COC1=C/C(=C/c2c(N)n3nc(CC(=O)N4CCCC4)sc3nc2=O)C=CC1=O	21.1%	-8.9%	-8.3%
C/C(=N\NC(=O)COc1ccc(C)cc1C(C)C)c1ccc(-n2ccnc2)cc1	?	?	-9.8%
C=CCNC(=O)c1onc(CSc2cc(C)cc(C)c2)c1C(=O)NCC=C	18.4µM*	?	-18.6%
C/C(Cn1cnc([N+](=O)[O-])n1)=N/NC(=O)COc1ccccc1Cl	-0.1%	4.2%	-2.0%
CCCN1CCc2nc(N3CCN(C)CC3)ncc2C1	-13.9%	-2.7%	3.7%
N#Cc1ccccc1/C=N/Nc1nc(-c2ccccc2)c2cc(Cl)ccc2n1	?	?	3.1%
COc1cc(OC)cc(C(=O)OCC(=O)N(C)c2ccccc2)c1	10.3%	3.2%	0.4%
O=[N+]([O-])c1cc(C(F)(F)F)ccc1NCCCN1CCOCC1	-23.4%	1.8%	-4.2%
Oc1ccc(Br)c(CN2CCN(c3ncc(Cc4ccccc4)cn3)CC2)c1	?	?	·

Compound activity deposited in PubChem by National Center for Advancing Translational Sciences (NCATS).
